High-throughput results (PubChem)
SUMO HTRF inh: inhibitors of in vitro SUMOylation cascade, primary screen, biochemical, HTRF, uHTS; SUMO-conjugating enzyme UBC9 (Homo sapiens), P63279; HTRF SUMOylation assay, SAE1/SAE2 + UBC9; inhibition, % at 35 µM; hit rate 0.36% among 290,000; AID 2006, 2009; in the data active = inhibition above about 50%, passing the limit was not always enough; note: strong numbers were not always called active
DNA FID counter: compounds displacing fluorescent DNA intercalator, primary screen, artefact control for HCV NS3 helicase inhibitor project, biochemical, FID fluorescence; DNA fluorescent intercalator displacement; inhibition, % at 7.9 µM; hit rate 0.17% among 290,000; in the data active = inhibition above about 37%;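 note: 0% = vehicle and 100% = reference compound; higher means more ethidium bromide displaced from hairpin DNA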
p-CIP stab down: p/CIP-EGFP fusion destabilizers, primary screen, fluorescence, F442A cells | Q05BA5 | 16 h | decrease of EGFP signal, % at 10 µM | hit rate 0.01% among 290,000 | AID 1984, 2009;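 active = EGFP signal decrease of at least 30% at 10 µM or well 3 SD below plate mean, unless failing retest; inactive = the rest, including hits failing retest or dose response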; note: some compounds called inactive have numbers as strong as hits; many of its hits are not listed in these tables
Target sequence (Q05BA5 1-1403): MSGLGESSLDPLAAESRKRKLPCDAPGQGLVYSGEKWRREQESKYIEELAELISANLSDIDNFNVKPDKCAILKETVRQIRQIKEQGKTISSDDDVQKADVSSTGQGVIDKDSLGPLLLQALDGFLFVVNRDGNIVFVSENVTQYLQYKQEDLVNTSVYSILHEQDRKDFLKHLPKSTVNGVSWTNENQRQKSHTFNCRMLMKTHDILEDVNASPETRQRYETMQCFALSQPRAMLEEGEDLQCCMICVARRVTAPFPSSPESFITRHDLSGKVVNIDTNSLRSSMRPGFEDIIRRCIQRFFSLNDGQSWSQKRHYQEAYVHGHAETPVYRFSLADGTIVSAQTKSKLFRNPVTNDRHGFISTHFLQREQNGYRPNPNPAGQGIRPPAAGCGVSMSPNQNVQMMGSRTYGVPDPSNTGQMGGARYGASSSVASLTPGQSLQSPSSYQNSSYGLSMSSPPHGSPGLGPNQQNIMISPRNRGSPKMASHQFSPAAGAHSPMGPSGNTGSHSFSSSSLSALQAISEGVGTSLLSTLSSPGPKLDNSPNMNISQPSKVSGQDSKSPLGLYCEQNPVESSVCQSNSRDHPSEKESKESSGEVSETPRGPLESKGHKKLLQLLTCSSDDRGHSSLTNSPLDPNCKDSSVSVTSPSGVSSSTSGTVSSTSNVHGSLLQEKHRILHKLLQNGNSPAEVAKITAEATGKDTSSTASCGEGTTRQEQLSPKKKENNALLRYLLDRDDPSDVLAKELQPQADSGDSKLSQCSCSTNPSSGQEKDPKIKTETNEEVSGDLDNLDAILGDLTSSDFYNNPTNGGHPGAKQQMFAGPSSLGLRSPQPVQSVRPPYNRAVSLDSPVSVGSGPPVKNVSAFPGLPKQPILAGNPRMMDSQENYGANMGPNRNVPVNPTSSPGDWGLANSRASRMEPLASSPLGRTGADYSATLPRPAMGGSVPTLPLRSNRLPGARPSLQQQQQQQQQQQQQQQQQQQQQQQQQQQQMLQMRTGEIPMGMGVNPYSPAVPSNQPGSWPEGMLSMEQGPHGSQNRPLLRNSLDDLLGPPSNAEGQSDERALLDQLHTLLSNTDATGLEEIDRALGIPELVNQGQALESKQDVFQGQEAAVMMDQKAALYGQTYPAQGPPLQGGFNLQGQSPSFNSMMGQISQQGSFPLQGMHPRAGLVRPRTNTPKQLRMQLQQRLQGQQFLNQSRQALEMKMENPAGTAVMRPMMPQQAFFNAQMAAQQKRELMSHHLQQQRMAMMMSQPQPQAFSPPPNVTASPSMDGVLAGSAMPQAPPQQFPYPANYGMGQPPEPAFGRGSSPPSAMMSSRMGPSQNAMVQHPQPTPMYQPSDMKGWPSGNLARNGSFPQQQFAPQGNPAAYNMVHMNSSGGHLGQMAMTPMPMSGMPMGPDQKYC
IMP-1 inh: IMP-1 metallo-beta-lactamase inhibitors, primary screen, biochemical, epi-absorbance readout, Pseudomonas aeruginosa enzyme; purified IMP-1, nitrocefin hydrolysis, epi-absorbance fluorescence; hit rate 0.45% among 290,000; inhibition, % at 5.6 µM;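 active = inhibition above the mean plus 3 SD of all compounds in the same screening run, cut at about 4.5% in these data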;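 note: 0% = IMP-1 with DMSO and 100% = DMSO wells lacking enzyme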
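system = purified recombinant IMP-1 beta-lactamase | amount = 0.2 nM IMP-1, as dispensed | medium = HEPES buffer pH 7.1 with ZnSO4 and Brij 35 | times = 25 °C, 15 min preincubation, 25 min reaction | detection = plate fluorescence quenching by hydrolysis product, ex 480/em 530 nm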
VIM-2 inhibitor: VIM-2 metallo-beta-lactamase inhibitors, primary screen, biochemical, epi-absorbance readout, Pseudomonas aeruginosa enzyme; purified VIM-2, nitrocefin hydrolysis, epi-absorbance fluorescence; inhibition, % at 5.6 µM; hit rate 0.89% among 290,000; AID 1527, 2009;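 active = inhibition above the mean of all tested compounds plus 3 SD, cutoff set per screening run, cut at about 7.5% in these data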;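 note: red hydrolysis product quenches plate fluorescence so inhibitors raise well fluorescence; 0% = enzyme with DMSO and 100% = DMSO without enzyme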
M18AAP inhibitor: PfM18AAP inhibitors, malaria aminopeptidase, primary screen, biochemical, QFRET, recombinant enzyme; M18 aspartyl aminopeptidase (Plasmodium falciparum 3D7); H-Glu-NHMec fluorogenic cleavage; inhibition, % at 7.35 µM; hit rate 1.2% among 290,000; AID 1822, 2009;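 active = inhibition above the campaign mean inhibition over all tested compounds plus 3 SD, cut at about 28% in these data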;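 note: 0% = plate median of test compound wells and 100% = 2 mM ZnCl2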
IDE cell activ: human IDE activators in live cells, primary screen, fluorescence polarization, HEK cells, FAbeta-B substrate | hit rate 0.073% among 340,000 | FAbeta-B cleavage; 0% vehicle, 100% cell-free pure enzyme wells | activation, % at 5.96 µM | Insulin-degrading enzyme (Homo sapiens), P14735;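 active = activation above the mean of all tested compounds plus 3 SD, set per screening campaign, cut at about 17% in these data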
IDE inh: human IDE inhibitors in live cells, primary screen, fluorescence polarization, HEK cells, FAbetaB substrate. Insulin-degrading enzyme (Homo sapiens), P14735. FAbetaB cleavage. inhibition, % at 5.59 µM. hit rate 0.41% among 320,000;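 active = percent inhibition above the average of all tested compounds plus 3 SD, set per screening campaign, cut at about 16% in these data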;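 note: IDE supplied by intact live HEK cells; FP after avidin binding of uncleaved biotin substrate so inhibition keeps polarization high; 0% = DMSO wells and 100% = 60 µM reference IDE inhibitor Ii1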
HCV NS3 hel inh: inhibitors of HCV NS3 helicase, primary screen, biochemical, Cy5 molecular beacon fluorescence; hit rate 0.56% among 290,000; inhibition, % at 10.9 µM; AID 1800, 2009; NS3 helicase DNA unwinding; Hepatitis C virus NS3 helicase;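 active = inhibition above the mean of all tested compounds plus 3 SD, set per campaign, cut at about 35% in these data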;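 note: 0% = DMSO wells and 100% = thioflavine S control wells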
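Measured by: Cy5 fluorescence, 0 and 60 min reads / Assay system: NS3 helicase fragment of HCV / Control set: low DMSO, high thioflavine S at 110 µM / Times: 1 h reaction at 25 °C, ATP-initiated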
Active calls of the source: *; . = not tested or not shown.

SMILES	SUMO HTRF inh	DNA FID counter	p-CIP stab down	IMP-1 inh	VIM-2 inhibitor	M18AAP inhibitor	IDE cell activ	IDE inh	HCV NS3 hel inh
CN(c1ccccc1)S(=O)(=O)c1ccc(NC(=O)c2ccco2)cc1	23	-8	-14	-2.4	-2.6	9	7	-4	6
O=C(Nc1ccccc1C(=O)O)c1ncn[nH]1	9	3	-13	-3.5	-3.4	77*	5	.	-3
CCOc1ccc(OCCSc2nc3ccccc3o2)cc1	-24	-6	6	-2.6	0.0	5	4	-3	21
CCn1cc(C(=O)O)c(=O)c2cnc(N3CCN(C(=O)Nc4ccccc4)CC3)nc21	.	5	.	-2.2	1.6	1	.	.	1
O=C(/C=C/c1ccccc1)C1=C(O)C(=O)N(CCO)C1c1cccc([N+](=O)[O-])c1 (stereo unspecified)	14	-18	-4	-2.5	-1.7	-3	.	6	18
Cc1cccc(C(=O)Nc2sc3c(c2C(=O)O)CCCC3)c1	5	-16	-14	-0.3	-2.2	-8	2	-3	-13
O=S(=O)(Nc1ccc2c(c1)nc1n2CCN(Cc2ccccc2)C1)c1ccc(Cl)cc1	41	-19	-16	-2.7	-1.1	-9	1	3	-18
CCc1ccc(C2=NNC(=Nc3cccc(S(=O)(=O)N(C)C)c3)SC2)cc1	-17	-11	8	-1.5	-5.0	7	5	10	10
Cc1[nH]c2ccc3c(ncn3CCC#N)c2c1C	-2	3	0	-2.8	-1.8	2	4	-16	7
COc1ccc(C(=O)CCC(=O)O)c(C)c1	6	3	3	-2.0	-1.2	-4	-4	-3	-4
CCOC(=O)/C(=N\Nc1cccc(C(F)(F)F)c1)N(CCOC)CCOC	9	-15	-2	-4.5	-2.2	-43	5	2	0
Cc1ccc(C)c2[nH]c(=O)c(CN(CCCN(C)C)C(=O)NCc3ccccc3)cc12	26	.	-11	.	.	.	-3	5	.
CCOc1ccc(NC(=O)c2cnc3scc(C)n3c2=O)cc1	11	-1	-4	-4.1	-2.5	-1	2	1	8
CCCNC(=O)CSc1nc2ccc(OCC)cc2s1	10	-13	-8	-2.1	-1.0	-13	-3	4	-17
Cc1ccccc1NC(=O)C(C)N1C(=O)c2ccccc2C1=O (stereo unspecified)	8	-3	-12	-5.0	-0.3	-2	4	4	9
Cc1ccc(Cc2c(C)nc3nc(SCC(=O)NCCCN4CCCC4)nn3c2C)cc1	6	6	4	-3.9	-2.3	4	2	4	-59
COC(=O)c1cc(S(=O)(=O)NCCc2sccc2C)c[nH]1	0	-8	2	-0.5	-1.5	0	6	3	8
Cc1oc(-c2ccccc2Cl)nc1CS(=O)(=O)CC(=O)NC(C)c1ccccc1 (stereo unspecified)	-7	-43	-11	-3.1	-3.6	4	4	2	-14
CCOc1ccc(C(=O)NC(=S)Nc2cccnc2)cc1	6	-4	-9	-0.7	-0.3	-6	3	-5	3
COc1ccc(C(=O)C2CCCN(C(=O)CSC)C2)cc1OC (stereo unspecified)	14	-13	-8	-2.4	-2.1	-3	-1	-2	-8
CCOc1c(Br)cc(C(N)=O)cc1OC	4	-1	-4	-2.0	0.3	0	3	3	-2
CCOc1ccc(C(=O)NN2C(=O)C3C4C=CC(O4)C3C2=O)cc1 (stereo unspecified)	-7	-2	-2	-2.9	-1.7	-11	2	-2	7
Cc1ccccc1NC(=O)CSc1ccc(-c2ccco2)nn1	23	-16	-1	-2.0	-0.9	-8	3	6	11
CCNS(=O)(=O)c1ccc(NC(=S)N2CCc3ccccc32)cc1	-15	-15	3	-2.8	-2.8	14	-3	.	-7
OCCNC(=S)Nc1ccc2nsnc2c1	100	1	-7	-1.6	-1.7	-1	5	1	10
CN(C)Cc1c(C(=O)N/N=C/c2cccc(OCc3ccccc3)c2)nnn1-c1nonc1N	.	-7	-12	-1.6	-1.8	-3	5	4	-47
Cc1ccccc1OCC(=O)OCC(=O)NCc1cccs1	4	-7	-11	0.4	-4.5	-2	3	-1	2
O=C(Nc1ccccc1)c1nccn1Cc1ccc(F)cc1	4	-15	-6	-2.8	-2.6	-19	5	-2	1
COc1ccc(NS(=O)(=O)c2ccc(NC(C)=O)cc2)cc1OC	-9	1	0	-3.4	-2.6	2	7	1	-2
Cc1ccc(OCC(=O)NNC(=O)c2ccco2)c(C)c1	-3	-15	3	-2.3	-1.2	4	7	-1	1
COc1cc2nc(CN3C(=O)c4ccccc4C3=O)oc(=O)c2cc1OC	-1	-9	10	-2.1	-0.9	0	-1	1	2
CCCCCn1c(C(C)NC(=O)CCC)nc2ccccc21 (stereo unspecified)	-3	-21	2	-4.1	-4.3	-6	8	1	-2
CN1/C(=C/C(=S)NC(=O)C2CCC2)C(C)(C)c2ccccc21	4	-1	2	-3.7	-3.4	6	-2	7	3
O=C(OCc1cccc([N+](=O)[O-])c1)c1cc(=O)[nH]c2ccccc12	22	5	-30	-3.0	-3.8	-1	.	-2	4
COc1ccccc1CC(NC(C)=O)C(=O)NC1CCN(C(=O)Nc2ccccc2C)CC1 (stereo unspecified)	10	-26	-24	-1.7	-2.3	-4	0	5	20
CCOC(=O)c1cc(NC(=O)NC2CCCCC2)c(C)nc1C	-4	-24	-13	-3.6	-4.9	2	1	7	18
CC1CCCCN1CCn1cnc2c([nH]c3ccccc32)c1=O (stereo unspecified)	-2	0	-6	-0.8	2.0	-9	5	2	2
Cc1c(C(=O)NCCC2=CCCCC2)oc2ccc(S(=O)(=O)N3CCC4(CC3)OCCO4)cc12	-10	-18	2	0.5	2.4	-6	1	8	-12
CCc1ccccc1NC(=O)c1ccc([N+](=O)[O-])s1	-8	11	3	-5.3	-6.6	0	0	1	-2
O=C(NCc1ccc(F)cc1)Nc1ccccc1	4	-16	-6	-2.8	-1.2	8	3	7	31
O=C(CSc1ccc(-c2ccc(F)cc2)nn1)NCC1CCCO1 (stereo unspecified)	5	-4	-5	-0.9	1.0	-9	0	-4	4
NS(=O)(=O)c1cccc(NC(=O)COC(=O)/C=C/c2ccco2)c1	26	-4	-8	-2.7	-3.1	-17	3	5	6
O=C(CSc1n[nH]c(-c2ccco2)n1)Nc1ccc(F)cc1	-2	-3	-4	-2.4	-0.9	-6	-1	0	5
CCNC(=O)CP(=O)(c1ccccc1)c1ccccc1	12	-2	-5	-1.8	-3.1	1	3	-2	-5
CC(C)CCN1CCN(Cc2cccc3cccnc23)CC1CCO (stereo unspecified)	17	13	-6	-4.5	-3.5	0	4	9	5
CCc1ccc(C2C(C#N)=C(N)N(N(C)C)C3=C2C(=O)CCC3)s1 (stereo unspecified)	10	-15	5	-2.2	-2.0	11	-3	3	10
O=C(CSc1ccc2nnc(-c3ccccn3)n2n1)Nc1ccc2c(c1)OCO2	-5	-7	7	-2.5	-0.7	1	5	0	-2
COc1ccccc1-n1cnnc1SCC(=O)Nc1cccc(S(=O)(=O)N2CCCCC2)c1	-13	-19	12	0.0	-1.0	-4	.	-3	-3
CC(=O)c1ccc(N2CCN(S(=O)(=O)c3cn(C)cn3)CC2)cc1	19	-3	-10	-1.0	-2.0	-2	0	1	6
O=C(Nc1cccc(Cl)c1)Nc1nnc(CC2=CCCCC2)s1	1	2	3	-2.1	-1.7	-5	-1	-3	-11

(list continues)
SMILES	SUMO HTRF inh	DNA FID counter	p-CIP stab down	IMP-1 inh	VIM-2 inhibitor	M18AAP inhibitor	IDE cell activ	IDE inh	HCV NS3 hel inh
COc1cc(/C=C2\SC(=S)N(NS(=O)(=O)c3ccc(C)cc3)C2=O)cc(OC)c1OC	34	-31	-11	-0.2	-1.1	-8	0	0	26
COc1cc(C(=O)NCC(=O)N/N=C(/C)c2cccs2)cc(OC)c1OC	0	-22	-3	-0.4	0.0	11	3	4	4
Cc1ccc(Nc2c(-c3ccccn3)nc3cccc(C)n23)cc1	-71	-6	1	-5.7	-3.1	4	4	5	-43
CCN1CCN(C(=O)c2cc(COc3ccc(C(C)=O)cc3OC)on2)CC1	8	-13	4	-2.9	-0.7	2	-2	6	2
Cc1cccc(-c2noc(Cc3ccccc3)n2)c1	-12	-6	-5	-3.6	-3.3	-16	4	-3	0
O=C(Nc1ccc(OCC(=O)N2CCOCC2)cc1)Nc1cccc2ccccc12	7	-17	-8	-0.9	-3.6	0	-2	1	5
Cc1cc(SCC(=O)c2ccccc2)n2nc(C)nc2n1	17	-7	-20	-6.8	-1.0	-8	2	3	0
COc1ccc(C(=O)NCc2cccnc2)cc1OC	14	2	-14	-0.2	1.0	7	-4	-1	3
Cc1ccc(C(=O)Nc2cc3ccccc3oc2=O)cc1	4	-2	14	-4.6	-1.6	3	6	-5	-7
Cc1ccc(N2N=C(C(=O)O)CCC2=O)cc1Cl	10	0	2	-2.8	-2.9	10	0	-2	7
COc1ccc(OC)c(N/C=C/C(=O)c2ccccc2)c1	3	-13	1	-2.8	-3.8	3	-6	3	-2
CCOC(=O)N1CCC(NC(=O)C2CCN(S(=O)(=O)c3cnc[nH]3)CC2)CC1	-1	-4	2	-0.2	1.1	1	8	-1	3
C[N+]1(CC(O)COc2ccccc2)CCN(C(=O)c2ccc([N+](=O)[O-])cc2)CC1 (stereo unspecified)	3	7	-6	-3.3	-2.2	3	6	3	-25
C/C(=N\NC(=O)c1ccc([N+](=O)[O-])cc1Cl)c1ccccc1	11	-1	2	-2.5	-4.2	6	0	3	-11
N#Cc1c(N)sc(=S)c2c1CCCC2	0	1	-9	2.4	1.7	8	-2	2	9
CC(=O)Nc1ccc(NC(=O)c2c(C)nn(Cc3ccccc3Cl)c2C)cc1	0	-25	-10	-1.4	-0.9	-7	4	1	6
CC(C)(C)OC(=O)NCCc1nnc(SCC(=O)c2ccc(Cl)cc2)o1	-26	-35	-10	-2.8	-2.8	-4	-1	0	1
O=C(Nc1ccc(NC(=S)NC(=O)c2ccco2)cc1)c1ccccc1	6	-13	-7	-0.2	-1.6	2	3	1	-2
CCN(CC)CCCNC(=S)N(Cc1cccnc1)Cc1cc2cc(C)ccc2[nH]c1=O	-8	21	-1	-2.5	6.5	-3	7	4	-28
COc1ccc(CCNC(=O)c2cc(-c3cc(C)cc(C)c3O)n[nH]2)cc1OC	1	-28	10	-2.8	-4.3	5	-5	5	-12
CCOC(=O)C1(Cc2ccc(Cl)cc2)CCN(C(=O)c2cc(C)nc(C)n2)CC1	-9	-28	9	-1.9	-1.4	-8	8	7	6
